A549 NSCLC growth: A549 NSCLC cell proliferation inhibitors – ATP luminescence, human non-small cell lung line, primary screen (AID 371). A549 growth inhibition, ATP luminescence; active compounds read high. growth inhibition, % at 10 µM. 3,300 tested, 8.4% active;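 active = mean growth inhibition over the two runs of 50% or more; inactive = mean growth inhibition under 50%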;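 also: compound exposure lasted 72 h before the ATP read; 0% = untreated cell signal and 100% = no luminescence left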
HT29 cell growth-1: HT29 colon tumor cell growth inhibition, primary screen, imaging, high content imaging, 24 h, CellTiter-Glo (AID 770) | HT29 cell number by imaging, 24 h; active compounds read high | growth inhibition, % at 10 µM | 3,300 tested, under 10 active;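 active = growth inhibition above 90% in viable cell count at a single dose; inactive = growth inhibition below 90%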
AID364: cytotoxicity toward Jurkat T cells, primary screen, cell-based, Jurkat E6.1, NIH starter set (AID 364); Jurkat E6.1 viability, ATP luminescence, 48 h; higher % means a stronger effect; inhibition, % at 4 µM, or CC50 in µM where a hit was titrated; 3,300 tested, 2% active;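 active = concentration giving half-maximal inhibition at or below 20 micromolar; inactive = half-maximal concentration above 20 micromolar, or not dose tested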;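 also: 100% = cells treated with 4 µM doxorubicin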
AID772: HT29 colon tumor cell growth inhibition, primary screen, imaging, high content imaging, 72 h, CellTiter-Glo (AID 772) | HT29 cell growth, HCS imaging cell count, 72 h; active compounds read high | growth inhibition, % at 10 µM | 3,300 tested, 0.6% active;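 active = growth inhibition above 90%, meaning viable cell count cut by more than 90% versus vehicle controls; inactive = growth inhibition below 90%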
HT29 cell growth-2: HT29 colon tumor cell growth inhibition, primary screen, imaging, high content imaging, 48 h, CellTiter-Glo (AID 771); HT29 cell growth, HCS imaging cell count, 48 h; active compounds read high; 3,300 tested, 2% active; growth inhibition, % at 10 µM;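 active = growth inhibition above 90%, meaning viable cell count by imaging cut by more than 90% versus vehicle controls; inactive = growth inhibition below 90%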;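 also: percent fewer viable cells counted by imaging than vehicle controls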
HT29 cell growth-1 condensed nuclei: also measured in HT29 cell growth-1; calls as there; condensed nuclei, %; measured here: percent cells with condensed nuclei;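 share of cells whose nuclear area falls below control median minus 1.5 SD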
HT29 cell growth-1 ATP viability: also measured in HT29 cell growth-1; calls as there; growth inhibition, %; measured here: ATP CellTiter-Glo viability
HT29 cell growth-2 condensed nuclei: recorded beside HT29 cell growth-2, whose call it bears; condensed nuclei, %; measured here: percent cells with condensed nuclei;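 condensed means Hoechst nuclear area under control median minus 1.5 SD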
AID772 condensed nuclei: second read-out of AID772, no call of its own (marks repeat the call); condensed nuclei, %; measured here: percent cells with condensed nuclei;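 condensed means nuclear area below control median minus 1.5 SD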
AID772 second: second read-out of AID772, no call of its own (marks repeat the call); growth inhibition, %; measured here: ATP CellTiter-Glo viability
Starred values were filed as active, the others as inactive; & = joins results of further samples. These rows are one share of the data; rates above refer to the full screens.

Letters: A = A549 NSCLC growth; B = HT29 cell growth-1; C = HT29 cell growth-1 condensed nuclei; D = HT29 cell growth-1 ATP viability; E = AID364; F = AID772; G = AID772 condensed nuclei; H = AID772 second; I = HT29 cell growth-2; J = HT29 cell growth-2 condensed nuclei
1) COc1ccc(/C=C/C(=O)Nc2ccccc2C(=O)O)cc1OC
  A: 1; B: 45; C: 5.8; D: 0; E: 8%; F: 55; G: 2; H: -4; I: -15; J: 12
2) Cc1cc(-c2ccccc2)nnc1NCCN1CCOCC1
  A: -7; B: 24; C: 5.2; D: -4; E: 1%; F: 3; G: 3; H: -4; I: -13; J: 1.7
3) O=C(CCNNC(=O)c1ccncc1)NCc1ccccc1
  A: 1; B: -26; C: 2.6; D: -1; E: 0%; F: 15; G: 12; H: 8; I: -24; J: 1.1
4) CC[N+](C)(CC)CCOC(=O)C(O)(c1ccccc1)C1CCCCC1 (stereo not drawn)
  A: 0; B: -41; C: 3.5; D: -28; E: -2%; F: -75; G: 4; H: -23; I: 16; J: 2.6
5) c1ccc(CN(CC2=NCCN2)c2ccccc2)cc1
  A: 2&12; B: 27&-6; C: 5.8&2.0; D: 10&-19; E: 2%&12%; F: 54&-26; G: 32&2; H: 52&-22; I: -18&21; J: 3.9&2.5
6) CC(COc1ccccc1)NC(C)C(O)c1ccc(O)cc1 (stereo not drawn)
  A: 4; B: -3; C: 1.4; D: -19; E: 1%; F: -10; G: 2; H: -14; I: 23; J: 2.9
7) O=C(c1ccc(F)cc1)C1CCN(CCn2c(=O)[nH]c3ccccc3c2=O)CC1
  A: 9; B: -18; C: 1.5; D: -14; E: 12%; F: 10; G: 2; H: -4; I: 4; J: 2.0
8) C1CCC(C(CC2CCCCN2)C2CCCCC2)CC1 (stereo not drawn)
  A: 92*; B: 99*; C: 30*; D: 98*; E: -3%; F: -3; G: 33; H: 99; I: 81; J: 51

Sorted by molar mass (high to low): part of the list above.
Letters: A = A549 NSCLC growth; B = HT29 cell growth-1; C = HT29 cell growth-1 condensed nuclei; D = HT29 cell growth-1 ATP viability; E = AID364; F = AID772; G = AID772 condensed nuclei; H = AID772 second; I = HT29 cell growth-2; J = HT29 cell growth-2 condensed nuclei
7) O=C(c1ccc(F)cc1)C1CCN(CCn2c(=O)[nH]c3ccccc3c2=O)CC1
  A: 9; B: -18; C: 1.5; D: -14; E: 12%; F: 10; G: 2; H: -4; I: 4; J: 2.0
6) CC(COc1ccccc1)NC(C)C(O)c1ccc(O)cc1 (stereo not drawn)
  A: 4; B: -3; C: 1.4; D: -19; E: 1%; F: -10; G: 2; H: -14; I: 23; J: 2.9
8) C1CCC(C(CC2CCCCN2)C2CCCCC2)CC1 (stereo not drawn)
  A: 92*; B: 99*; C: 30*; D: 98*; E: -3%; F: -3; G: 33; H: 99; I: 81; J: 51

Whole records, quoted from the list.
C1CCC(C(CC2CCCCN2)C2CCCCC2)CC1 (stereo not drawn) across the screens: A549 NSCLC growth: 92*; HT29 cell growth-1: 99*; HT29 cell growth-1 condensed nuclei: 30*; HT29 cell growth-1 ATP viability: 98*; AID364: -3%; AID772: -3; AID772 condensed nuclei: 33; AID772 second: 99; HT29 cell growth-2: 81; HT29 cell growth-2 condensed nuclei: 51
O=C(CCNNC(=O)c1ccncc1)NCc1ccccc1 across the screens: A549 NSCLC growth: 1; HT29 cell growth-1: -26; HT29 cell growth-1 condensed nuclei: 2.6; HT29 cell growth-1 ATP viability: -1; AID364: 0%; AID772: 15; AID772 condensed nuclei: 12; AID772 second: 8; HT29 cell growth-2: -24; HT29 cell growth-2 condensed nuclei: 1.1
